# Kir21 inh: inhibitors of mouse Kir2.1 inward-rectifier potassium channel; P35561; HEK293-Kir2.1, FluxOR thallium flux fluorescence; active compounds read low; B-score at 10 µM; actives 0.85% (n = 310,000); AID 1672;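 active = fluorescence ratio B-score at or below minus 3 SD of library scores, with starting-brightness B-score within 2 SD, cut at about -4.2 in these data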;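 note: channel flux triggered by added potassium and thallium sulfate stimulus; B-score of peak minus minimum fluorescence over baseline after thallium stimulus; more negative B-score means stronger Kir2.1 block with less thallium influx; some compounds called inactive have numbers as strong as hits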
# Target sequence (P35561 whole entry, looked up): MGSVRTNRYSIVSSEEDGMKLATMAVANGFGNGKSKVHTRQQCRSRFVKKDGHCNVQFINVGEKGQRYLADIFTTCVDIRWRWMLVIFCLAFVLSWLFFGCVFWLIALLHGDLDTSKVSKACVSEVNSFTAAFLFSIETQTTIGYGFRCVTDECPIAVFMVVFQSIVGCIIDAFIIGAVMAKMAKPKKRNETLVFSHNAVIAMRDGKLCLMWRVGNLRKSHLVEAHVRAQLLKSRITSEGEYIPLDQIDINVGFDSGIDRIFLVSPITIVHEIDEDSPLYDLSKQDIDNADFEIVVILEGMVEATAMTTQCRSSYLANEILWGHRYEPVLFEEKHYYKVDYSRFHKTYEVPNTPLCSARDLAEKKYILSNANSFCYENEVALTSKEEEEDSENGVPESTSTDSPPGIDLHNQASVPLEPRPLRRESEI
# STK33 kinase inh: blocks human STK33 kinase activity; Q9BYT3; purified STK33, MBP phosphorylation, ADP-Glo luminescence; inhibition, % at 10 µM; actives 0.073% (n = 320,000);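 active = inhibition at or above 25%, using the most active replicate where run in duplicate; inactive = inhibition below 25%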
# Target sequence (Q9BYT3 whole entry, looked up): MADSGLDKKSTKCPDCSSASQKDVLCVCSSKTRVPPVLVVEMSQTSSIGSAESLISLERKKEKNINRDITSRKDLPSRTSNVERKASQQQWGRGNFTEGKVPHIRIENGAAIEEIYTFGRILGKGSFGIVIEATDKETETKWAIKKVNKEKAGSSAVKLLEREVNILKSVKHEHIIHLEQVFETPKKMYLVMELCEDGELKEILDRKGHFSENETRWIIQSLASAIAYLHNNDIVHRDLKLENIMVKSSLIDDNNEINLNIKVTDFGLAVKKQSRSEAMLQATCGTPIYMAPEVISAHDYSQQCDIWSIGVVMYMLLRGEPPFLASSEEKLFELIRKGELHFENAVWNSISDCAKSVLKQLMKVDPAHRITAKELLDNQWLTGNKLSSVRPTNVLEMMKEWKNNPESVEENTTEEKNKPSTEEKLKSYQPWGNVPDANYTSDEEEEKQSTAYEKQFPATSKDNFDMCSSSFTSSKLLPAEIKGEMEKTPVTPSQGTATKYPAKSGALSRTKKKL
# Numbers without * were called inactive; . = no result given. The order is random. About 0.84% of those tested had a hit in this group.
SMILES,Kir21 inh,STK33 kinase inh
COc1ccc(S(=O)(=O)NCCSc2ccc(Cl)cc2)cc1OC,-3.6,-1.2
Cc1n[nH]c(=O)c2c(NC(=O)COC(=O)COc3cccc(Br)c3)oc(C)c12,1.1,-0.4
CCCn1c(N)c(C(=O)CSc2nc3ncc(Cl)cc3[nH]2)c(=O)n(C)c1=O,.,-0.6
COc1cccc(C(=O)N2CCN(C3CCCCC3)CC2)c1,-0.68,-1.2
CCCCC(=O)Nc1ccc(C(=O)NCCc2ccccc2)cc1,-1.2,-1.4
C/C(=N\NC(=O)c1c(Br)c(C)nn1C)c1ccc(NC(=O)C(C)Oc2ccc(Cl)cc2C)cc1 (stereo not given),0.07,-0.6
COc1ccccc1N1CCN(C(=O)C(Sc2ccccc2)c2ccccc2)CC1 (stereo not given),0.9,-0.5
COc1ccc(NC(=O)N[C@@H](Cc2ccccc2)C(=O)NN)cc1,-0.22,-1.9
CCOC(=O)c1c(NC(=O)Nc2cccc(Cl)c2)sc(C)c1C,-2.8,-1.6
Cc1cccc(-c2n[nH]c(=S)n2/N=C/c2ccc(C)o2)c1,0.63,-1.6
CSc1nc(C)cc(C)c1S(=O)(=O)c1ccccc1C,-3.6,-2.7
Cc1cccc(Sc2c(C=O)c3ccccc3n2C)c1,-0.87,0.1
O=C(Cn1cnc2c(oc3nc4c(cc32)CCCC4)c1=O)Nc1cccc(Cl)c1,-1.4,-0.4
C=CCNC(=O)c1ccc(S(=O)(=O)CC)c(Cl)c1Cl,-0.66,-1.5
COc1ccc(S(=O)(=O)N2CCN(Cc3cc(OC)c(OC)cc3OC)CC2)cc1,0.07,0.3
C=CCSc1nc(N)c(C#N)c(-c2ccc(C)cc2)c1C#N,0.83,0.1
O=C(CN1C(=O)c2ccccc2C1=O)Nc1ccc(N2CCOCC2)cc1,2,-2.2
CCN(CC)S(=O)(=O)c1cccc(N=Nc2sc(N)nc2C)c1,0.24,0.2
O=C(CCCN1C(=O)/C(=C/c2ccco2)SC1=S)Nc1ccccc1,-1.2,-0.6
Cc1cccc(N(Cc2ccccc2)C(=O)C2CCN(C(=O)c3ccccc3C)CC2)c1,.,-0.3
CC1CCCCC12NC(=O)N(CC(=O)Nc1ccc(S(=O)(=O)Nc3ncccn3)cc1)C2=O (stereo not given),.,0.7
COC(=O)/C=C1\N/C(=N\c2nc(C)cc(C)n2)N(c2ccccc2)C1=O,-0.19,1.0
CCC(c1nnnn1CCc1ccccc1)N(Cc1ccco1)Cc1cc2cccc(C)c2[nH]c1=O (stereo not given),-1.7,-3.2
COc1ccc(-n2cc(CNC3CCN(C)CC3)c(-c3cccc(F)c3)n2)cc1,-3.2,-2.1
O=C(Nc1nnc(C2CC2)o1)c1ccc(S(=O)(=O)N2CCCc3ccccc32)cc1,-0.03,0.2
COC(=O)c1cc(Br)ccc1NC(=O)Nc1ccccc1,0.56,-2.3
O=C(O)c1cc(CN2CCOCC2)oc1-c1ccccc1,0.66,0.8
O=C(c1ccc2c(c1)OCO2)N1CCC2(CC1)Oc1ccc(F)cc1C(=O)C21CC(c2ccccc2)=NO1 (stereo not given),2.4,-0.9
CCOC(=O)c1[nH]c(C)c(C(=O)NCCc2ccc(OC)cc2)c1C,-0.33,-1.3
Cc1cc(C)nc(NS(=O)(=O)c2ccc(NC(=O)CCC(=O)O)cc2)n1,0.07,-1.3

# Part of the list above in order of SMILES length, highest first.
SMILES,Kir21 inh,STK33 kinase inh
O=C(c1ccc2c(c1)OCO2)N1CCC2(CC1)Oc1ccc(F)cc1C(=O)C21CC(c2ccccc2)=NO1 (stereo not given),2.4,-0.9
CC1CCCCC12NC(=O)N(CC(=O)Nc1ccc(S(=O)(=O)Nc3ncccn3)cc1)C2=O (stereo not given),.,0.7
CCC(c1nnnn1CCc1ccccc1)N(Cc1ccco1)Cc1cc2cccc(C)c2[nH]c1=O (stereo not given),-1.7,-3.2
O=C(Nc1nnc(C2CC2)o1)c1ccc(S(=O)(=O)N2CCCc3ccccc32)cc1,-0.03,0.2
Cc1cccc(N(Cc2ccccc2)C(=O)C2CCN(C(=O)c3ccccc3C)CC2)c1,.,-0.3
COc1ccc(S(=O)(=O)N2CCN(Cc3cc(OC)c(OC)cc3OC)CC2)cc1,0.07,0.3
COc1ccc(-n2cc(CNC3CCN(C)CC3)c(-c3cccc(F)c3)n2)cc1,-3.2,-2.1
Cc1cc(C)nc(NS(=O)(=O)c2ccc(NC(=O)CCC(=O)O)cc2)n1,0.07,-1.3
O=C(CN1C(=O)c2ccccc2C1=O)Nc1ccc(N2CCOCC2)cc1,2,-2.2
CCN(CC)S(=O)(=O)c1cccc(N=Nc2sc(N)nc2C)c1,0.24,0.2
C=CCSc1nc(N)c(C#N)c(-c2ccc(C)cc2)c1C#N,0.83,0.1
C=CCNC(=O)c1ccc(S(=O)(=O)CC)c(Cl)c1Cl,-0.66,-1.5
COC(=O)c1cc(Br)ccc1NC(=O)Nc1ccccc1,0.56,-2.3
O=C(O)c1cc(CN2CCOCC2)oc1-c1ccccc1,0.66,0.8

# Next part:
SMILES,Kir21 inh,STK33 kinase inh
O=C(Cn1cncn1)NCCC(c1ccccc1)c1ccccc1,-0.18,0.1
COc1ccccc1-c1nc(-c2ccccn2)no1,0.89,15
CC1C(=O)N(c2ccc(S(=O)(=O)N(C)C)cc2)C1(/C=C/c1ccccc1)C(=O)NC1CCCC1 (stereo not given),-5.3,0.4
Cc1cccc(NC(=O)CCCn2cc([N+](=O)[O-])cn2)n1,0.54,0.4
CCCNC(=O)COC(=O)CCC(=O)c1ccc(F)cc1,0.43,-1.1
COc1ccc(C2CC(c3c(-c4ccccc4)c4cc(Cl)ccc4[nH]c3=O)=NN2S(C)(=O)=O)cc1 (stereo not given),-0.16,1.1
Cn1c(-c2csc(-c3cccc(C(F)(F)F)c3)n2)n[nH]c1=S,-0.17,11
CCN(Cc1ccccc1)C(=O)C1CCN(Cc2sccc2C)CC1,0.56,0.0
O=C(O)CC(c1ccccc1)N1C(=O)c2ccccc2C1=O (stereo not given),0.06,2.2
O=C(c1cc(-c2ccc(Br)cc2)nc2ccccc12)N1CCN(c2ccccc2O)CC1,-0.34,0.1
O=C(CCC(=O)N1CCN(S(=O)(=O)c2ccc(Cl)cc2)CC1)Nc1ccc(Cl)cc1Cl,1.3,-1.4
Cc1cc(Cl)ccc1NC(=S)NCCCO,-0.46,0.0
CC(=NCc1cccnc1)C1=C(O)c2ccccc2C1=O,-0.15,4.8
COc1ccc(NC(=O)CCN2C(=O)c3ccc([N+](=O)[O-])cc3C2=O)c(OC)c1,-0.34,-2.8
COc1ccc(-c2cc(C(=O)NCC3CCCO3)c3cc(C(C)C)ccc3n2)cc1 (stereo not given),-1.1,-1.0
O=C(OCc1nnc(-c2ccccc2)o1)c1cc(S(=O)(=O)N2CCOCC2)ccc1F,-0.17,-1.0
c1ccc2c(c1)ccc1nnc(-c3ccc4c(c3)OCO4)n12,0.52,0.8
COc1ccc(N2C(=NC(=O)C3CCCO3)SC3CS(=O)(=O)CC32)cc1 (stereo not given),-0.01,-0.3
O=S(=O)(c1ccccc1)N1CCSC1c1ccco1 (stereo not given),-2,.
CN(C)S(=O)(=O)c1ccc2c(c1)C(CC(=O)O)NC2=O (stereo not given),-0.1,0.7
Cc1ccc(S(=O)(=O)NCC(=O)N2CCOCCOCCOCCOCC2)cc1,1.4,-0.8
O=C(Nc1ccc(N2CCOCC2)cc1)c1cccnc1,2.1,-2.1
CCS(=O)(=O)c1nc(NC(C)=O)n[nH]1,-0.03,-0.2
COc1ccc(-c2cc(C(=O)NC3CC3)c3ccccc3n2)cc1,0.07,0.3
Cc1noc(C)c1COc1ccccc1C(=O)N1CCN(c2cccc(C(F)(F)F)c2)CC1,.,1.8
Cc1cccc(NC2=C(Cl)C(=O)OC2NC(=O)c2ccccc2)c1 (stereo not given),2,-1.6
CC(=O)C(Cc1ccccc1)NC(=O)COC(=O)c1cccc(C)c1[N+](=O)[O-] (stereo not given),.,-1.5
CN(CC(=O)NCCCN1CCOCC1)S(=O)(=O)c1ccc(Br)cc1,0.05,0.5
CCOc1ccc(S(=O)(=O)NC2CCCC2)cc1C,-1.7,-0.1
COc1ccccc1N1CCN(C2CCCN(C(=O)c3cscn3)C2)CC1 (stereo not given),-1.7,0.7
O=C(Cc1cccs1)N/N=C/c1ccc(OCc2ccccc2)cc1,0.14,-0.4
CCOC(=O)C1(Cc2cccc(F)c2)CCN(C(=O)C2CCOCC2)CC1,2.6,-1.2
O=C(/C=C/c1ccc(S(=O)(=O)N2CCOCC2)cc1)NCCCn1ccnc1,-0.76,-0.2
N#C/C(=C\c1cccnc1)C(=O)Nc1ccc(S(N)(=O)=O)cc1,-1.8,0.2
CC(=O)n1c2ccccc2c2c1c1ccccc1n2C,1.4,-1.6
CCc1ccc(C(=O)NC(CCSC)C(=O)O)cc1 (stereo not given),0.69,1.0
O=C(Nc1nccs1)c1cc(Cl)nc2ccccc12,1.3,0.9
CC(=O)c1cc(-c2ccc(F)cc2)n(CC(=O)NCc2cccs2)c1C,-0.66,-1.0
Cc1ccc(/C=C/C(=O)OCc2nc(N)nc(Nc3ccccc3C)n2)o1,-1.6,-1.9
O=C(N/N=C/c1ccc(-c2cccc(C(F)(F)F)c2)o1)c1ccccc1Br,-1.8,-0.4
Cc1ccc(C(=O)NNC(=O)C2CCN(c3nccc(C)n3)CC2)cc1,0.09,-1.2
Cc1ccc(S(=O)(=O)CCC(=O)OCC(=O)c2c(N)n(CC(C)C)c(=O)n(C)c2=O)cc1,-0.12,-4.9
Cc1cccc(C(=O)Oc2ccccc2-c2nnco2)c1,-1.9,-0.9
CCOc1cc(/C=C2/SC(=S)N(CC3CCCO3)C2=O)ccc1O (stereo not given),-0.67,-1.0
COc1ncc(-c2ccc3c(c2)S(=O)(=O)c2cccc(C(=O)NCc4ccco4)c2C3=O)cn1,.,-2.8
Cc1ccc(Nc2nc(N)c3ccccc3n2)cc1Cl,-13*,4.6
CCn1c(COc2ccc3c(c2)CCCC3)nnc1SCC(=O)Nc1ccc(C(=O)OC)cc1,-0.03,-1.0
CCn1c(=O)n(CC(=O)NCc2ccco2)c(=O)c2ccccc21,-1.4,3.5
CCOC(=O)C(=CNc1ccc(Oc2cncc(Cl)c2)nc1)C(=O)OCC,0.1,-2.4
COc1ccccc1C(=O)NCc1ccco1,-1.5,0.3
O=C(Cc1ccccc1)Nc1cccc(-c2nc3ncccc3o2)c1,-1.5,-1.7
C1=C(c2ccccc2)Nc2ccccc2N=C1c1ccccc1,-0.02,-1.0
CCOc1cc(N2CCOCC2)c(OCC)cc1NC(=O)C(C)Oc1ccccc1 (stereo not given),.,-0.2
N#C/C(=C\c1cc([N+](=O)[O-])c(N2CCOCC2)cc1N1CCOCC1)c1nc2ccccc2[nH]1,-0.26,0.1
Cc1ccc(OCC(=O)N(c2ccccn2)C2CCCCC2)c(C)c1,0.5,0.7
CC(=O)c1ccc(S(=O)(=O)NC2CC(=O)N(c3ccc4c(c3)OCCO4)C2)cc1 (stereo not given),2.1,0.0
Nc1ccc(Cl)c[n+]1Cc1cccc2cccnc12,0.16,0.8
NC(=O)c1nn(-c2ccccc2)nc1NC(=O)CN1CCCCC1,0.47,0.5
N#C/C(Cn1c[n+](NC(=O)Nc2ccccc2)cn1)=N/O,-0.74,-1.3
COc1cccc(NC(=O)CCNC(=O)C2CCN(S(=O)(=O)c3ccc(F)cc3)CC2)c1,0.31,-1.2
# Next section
SMILES,Kir21 inh,STK33 kinase inh
CCCc1cc(=O)[nH]c(SCC(=O)N2CCc3cc(OC)c(OC)cc3C2)n1,.,2.5
Cc1ccc(CS(=O)Cc2ccc(C(=O)NC3CCCC(C)C3C)o2)cc1 (stereo not given),-1.5,0.8
CCOc1ccc(C(=O)N[C@H](C(=O)Nc2cccc(S(=O)(=O)N3CCCCC3)c2)C(C)C)cc1,-1.5,-1.1
O=c1cc(-c2cccs2)oc2ccc(Cl)cc12,2,-1.7
CCCN1CCC(NC(=O)Nc2ccc(Br)cc2)CC1,-1.7,-2.7
COc1ccc(C/C(C)=N/NC(=O)c2ccc(C)cc2C)cc1,-0.02,-0.7
Cc1cc(NC(=O)c2cc(C)on2)n(-c2ccccc2)n1,-0.2,-1.6
Cc1cc(CNC(=O)c2cccc([N+](=O)[O-])c2C)c2ccccc2n1,0.09,0.6
COc1ccc(-n2nc(N)c3c(=O)oc(N(C)C)nc32)cc1,-1.2,-0.4
COc1cccc(Nc2ccc(N3CCCCC3)cc2)c1OC,.,0.8
COc1ccccc1-n1c(SCC(=O)NCC2CCCO2)nc2c([nH]c3ccccc32)c1=O (stereo not given),-2,0.5
Cc1onc(C(=O)Nc2cccc(C(F)(F)F)c2)c1[N+](=O)[O-],1.8,.
Cn1c(/C(C#N)=C(\O)c2ccccc2Cl)nc2ccccc21,1.6,0.0
O=c1[nH]c2ccccc2nc1/C=C(\O)c1cccs1,-0.47,-1.2
C/C(=N\n1cnnc1)c1ccc(C#N)cc1,0.35,-0.9
O=C(Nc1cc(F)ccc1F)N1CCN(c2ccnc3cc(Cl)ccc23)CC1,1.4,0.2
Cc1ccc(N(C(=O)CNC(=O)c2ccco2)C(C(=O)NC2CCCC2)c2cccnc2)cc1 (stereo not given),2.5,-2.7
CCCn1c(=O)c2c(c3ccccc31)OC(C)C(=O)N2 (stereo not given),1,-2.3
O=C(NC1CCCCC1)c1ccc(S(=O)(=O)c2ccccc2Cl)c([N+](=O)[O-])c1,-0.19,-0.2
COc1ccc(CC(=O)Nc2ccc(-c3noc(-c4ccccc4OC)n3)cc2)cc1,1.4,0.5
O=C(Nc1ccc(N2CCN(C(=O)c3cccs3)CC2)cc1)c1ccc([N+](=O)[O-])o1,1.1,1.8
COc1ccc(Nc2cc(Nc3ccc(OC)cc3)ncn2)cc1,-0.66,0.0
CCc1ccccc1Nc1nc(N)nc(CSCC(=O)Nc2ccc(C)c(C)c2)n1,-1.5,.
COc1ccc(NC(=O)CSCC(=O)N(C)Cc2ccc(Cl)c(Cl)c2)cc1,.,-2.7
COc1ccc(COc2ccsc2C(=O)Nc2ccc(Cl)c(Cl)c2)cc1,0.32,-1.8

# Bioassay records from PubChem.
